Source: PubChem BioAssay
GAA inhib: qHTS Assay for Inhibitors of Human alpha-Glucosidase as a Potential Chaperone Treatment of Pompe Disease; Potency, µM (highest dose often 76.9 µM), for the others: top-dose activity change, negative = inhibition, hits mostly inhibitors; Lysosomal alpha-glucosidase (Homo sapiens), P10253; 200,000 compounds, 0.005% hits; purified human GAA, 4-MU-alpha-glucoside fluorescence;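 further: plate controls were uninhibited enzyme wells for no effect and no-enzyme background for full effect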
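Fluorogenic assay: 4 nM human alpha-glucosidase with 400 uM 4-methylumbelliferyl-alpha-D-pyranoside in 50 mM citrate/phosphate, 0.005% Tween-20, pH 5.0, 20 min at room temperature. Compounds tested up to 77 uM; AC50 from Hill fits.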
ALDH1A1 block: qHTS Assay for Inhibitors of Aldehyde Dehydrogenase 1 (ALDH1A1); Potency, µM (doses to about 75.3 µM), without a hit: at the highest dose activity, negative = inhibition, actives largely listed as inhibitors; 220,000 compounds, 7.3% hits; Purified ALDH1A1, NADH fluorescence, propionaldehyde substrate; active means well fitted inhibition curve with a large enough effect, not every such curve was filed as active; inconclusive means small, poorly fitted or top-dose-only effect, or another doubt; inactive means no such curve, though single readings can be large or run the other way;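 further: plate controls were no enzyme wells and a reference inhibitor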
GoLoco inh red: qHTS Assay for Inhibitors of RGS12 GoLoco Motif Activity (Red Fluorophore). Guanine nucleotide-binding protein G(i) subunit alpha-1 (Homo sapiens), P63096. Gai1:RGS12 GoLoco peptide FP, rhodamine, 10 min. Potency, µM (highest dose often 61.6 µM), for inactives: at the highest dose activity, negative = inhibition, hits mostly inhibitors. 230,000 compounds, 0.44% hits. AID 880, 2007; active means well fitted inhibition curve with a large enough effect, not every such curve was filed as active; inactive means no such curve, though single readings can be large or run the other way; further: on the % scale 0 is the no-effect control and ±100 the full control effect; nearly all actives have a fitted effect of over 30% in size; many of its hits are not listed in these tables
aGlu spleen mod: qHTS Assay for Inhibitors and Activators of Human alpha-Glucosidase From Spleen Homogenate; Lysosomal alpha-glucosidase (Homo sapiens), P10253; human spleen homogenate, 4-MU-alpha-glucoside fluorescence; Potency, µM (highest dose often 79.9 µM), inactives show at the top dose activity change, negative = inhibition, usual class: inhibitors; 240,000 compounds, 0.006% hits;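 further: 0% = enzyme with vehicle and -100% = no enzyme basal signal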
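Human spleen homogenate (1 ug) with 4-methylumbelliferyl-alpha-D-glucopyranoside (1 mM final) in 50 mM citrate/phosphate pH 5.0, 0.01% Tween-20; 40 min at 37 C. Stopped at pH 10; 4-MU fluorescence Ex 365/Em 440 nm; AC50 by Hill fit.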
GAA glycogen mod: qHTS Assay for Inhibitors and Activators of Human alpha-Glucosidase Cleavage of Glycogen; recombinant GAA, glycogen substrate, Amplex Red glucose oxidase fluorescence; Potency, µM (series often up to 76.4 µM), inactives show top-dose activity change, negative = inhibition, hits mostly inhibitors; 300,000 compounds, 0.38% hits; Lysosomal alpha-glucosidase (Homo sapiens), P10253; AID 2100, 2009;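 further: 0% = full enzyme reaction and -100% = no-enzyme basal signal; the screen sought inhibitors and activators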
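Recombinant enzyme (4 nM final) with compounds titrated up to 77 uM and bovine liver glycogen (30 ug) in citrate pH 5.0, 0.01% Tween-20, 37 C 40 min. Released glucose detected by Amplex Red/glucose oxidase (Ex 573/Em 610); AC50 from Hill fits.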
aGal spleen mod: qHTS Assay for Inhibitors and Activators of Human alpha-Galactosidase From Spleen Homogenate; Alpha-galactosidase A (Homo sapiens), P06280; human spleen homogenate, 4MU-alpha-Gal fluorescence, 40 min; Potency, µM (highest dose often 80 µM), for inactives: at the top dose activity change, negative = inhibition, most hits filed as inhibitors; 240,000 compounds, 0.008% hits;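 further: 0% = enzyme with vehicle and -100% = no enzyme basal signal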
Target sequence (P06280 32-429 limits assumed): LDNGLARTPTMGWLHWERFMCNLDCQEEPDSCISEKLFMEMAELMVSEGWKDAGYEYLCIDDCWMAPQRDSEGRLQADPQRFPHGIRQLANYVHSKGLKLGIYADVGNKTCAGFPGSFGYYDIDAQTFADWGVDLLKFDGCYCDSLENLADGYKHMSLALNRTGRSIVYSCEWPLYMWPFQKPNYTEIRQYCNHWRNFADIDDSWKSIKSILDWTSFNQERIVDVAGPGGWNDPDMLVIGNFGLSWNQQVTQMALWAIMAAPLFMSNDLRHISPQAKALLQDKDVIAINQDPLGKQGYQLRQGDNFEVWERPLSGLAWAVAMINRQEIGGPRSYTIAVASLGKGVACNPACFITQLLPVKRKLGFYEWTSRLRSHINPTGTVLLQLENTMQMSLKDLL
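qHTS titration in buffer at pH 5.0. Alpha-galactosidase activity in spleen homogenate was measured via 4-methylumbelliferone release from 1 mM fluorogenic substrate after 40 min at 37C and a pH 10 stop. AC50 came from Hill fits of control-normalized data.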
KDM4E inh: qHTS Assay for Inhibitors of Human Jumonji Domain Containing 2E (JMJD2E). 230,000 compounds, 1.6% hits. Potency, µM (doses to about 57.1 µM), for the others: at the highest dose activity change, negative = inhibition, hits mostly inhibitors. AID 2147, 2009. Lysine-specific demethylase 4E (Homo sapiens), B2RXH2. JMJD2E catalytic domain, FDH-coupled NADH fluorescence (FDH is formaldehyde dehydrogenase); active means well fitted inhibition curve with a large enough effect, not every such curve was filed as active; inconclusive means small, poorly fitted or top-dose-only effect, or another doubt; inactive means no such curve, though single readings can be large or run the other way;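 further: 0% = wells with enzyme and -100% = buffer wells without enzyme; nearly all actives have a fitted effect of over 50% in size; many of its hits are not listed in these tables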
SMN2 splice up: qHTS Assay for Enhancers of SMN2 Splice Variant Expression | AID 1458, 2008 | 210,000 compounds, 2.8% hits | HEK293 SMN2-luciferase splicing reporter, luminescence, 30-36 h | Potency, µM (highest dose often 46.1 µM), for inactives: top-dose activity change, positive = activation, actives largely listed as activators; further: % of control where 0% means no effect; nearly all actives have a fitted effect of over 55% in size
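HEK293 cells carry an SMN2 […]–luciferase reporter in which exon 7 inclusion puts luciferase in frame. Cells were plated 10-12 h before compound addition, then incubated 30-36 h at 37C. ONE-Glo luminescence was read; sodium butyrate at 4.5 mM final served as control.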
Starred values were filed as active, the others as inactive; [ ] = remark or other dose. Unless noted, the call rests on the fitted dose curve; in most records, active means well fitted curve in the direction sought with a large enough effect; inconclusive means small, poorly fitted or top-dose-only effect, or another doubt; inactive means no such curve, though single readings can be large; an effect the other way counts as inactive or inconclusive. Potency means the concentration at half of the fitted maximal effect.

Start of the data: the first 2 records, to show the layout:
Results for COc1ccccc1CC1(C)NC(=O)N(CC(=O)N2CCc3ccccc3C2)C1=O (stereo unspecified) ?
GAA inhib: -5%; ALDH1A1 block: 19%; GoLoco inh red: 16%; aGlu spleen mod: 8%; GAA glycogen mod: -14%; aGal spleen mod: 11%; KDM4E inh: 1%; SMN2 splice up: -11%

Results for Cc1ccc(Cl)cc1N1CCN(CC(=O)Nc2ccc(CN3CCCCC3)cc2)CC1 ?
GAA inhib: -11%; ALDH1A1 block: 4%; GoLoco inh red: 8%; aGlu spleen mod: 1%; GAA glycogen mod: 1%; aGal spleen mod: 1%; KDM4E inh: -9%; SMN2 splice up: -55%[inhibitor]

The whole of this part (from the top)
Results for COc1ccccc1CC1(C)NC(=O)N(CC(=O)N2CCc3ccccc3C2)C1=O (stereo unspecified) ?
GAA inhib: -5%; ALDH1A1 block: 19%; GoLoco inh red: 16%; aGlu spleen mod: 8%; GAA glycogen mod: -14%; aGal spleen mod: 11%; KDM4E inh: 1%; SMN2 splice up: -11%

Results for Cc1ccc(Cl)cc1N1CCN(CC(=O)Nc2ccc(CN3CCCCC3)cc2)CC1 ?
GAA inhib: -11%; ALDH1A1 block: 4%; GoLoco inh red: 8%; aGlu spleen mod: 1%; GAA glycogen mod: 1%; aGal spleen mod: 1%; KDM4E inh: -9%; SMN2 splice up: -55%[inhibitor]

How did Cc1nccc(-c2cccc(NC(=O)Nc3ccc(Cl)cc3)c2)n1 do in these assays?
GoLoco inh red: -1%; aGlu spleen mod: -9%; GAA glycogen mod: -5%; aGal spleen mod: 8%; KDM4E inh: 0%

How did O=c1c(Cl)c2oc3ccccc3nc-2c2ccccc12 do in these assays?
GAA inhib: 1%; ALDH1A1 block: 10%; GoLoco inh red: 19%; aGlu spleen mod: -7%; GAA glycogen mod: 9%; aGal spleen mod: -4%; KDM4E inh: 3%

What do the screens show for `COc1cc([N+](=O)[O-])ccc1NC(=O)CSc1nccn1C`?
GAA inhib: -9%; ALDH1A1 block: inconclusive; GoLoco inh red: 14%; aGlu spleen mod: 1%; GAA glycogen mod: 12%; aGal spleen mod: 3%; KDM4E inh: 4%; SMN2 splice up: -1%

What do the screens show for `N/C(=N\OC(=O)COc1ccc2ccccc2c1)c1ccncc1`?
GAA inhib: -5%; ALDH1A1 block: 11%; GoLoco inh red: 14%; aGlu spleen mod: 1%; GAA glycogen mod: -17%; aGal spleen mod: 4%; KDM4E inh: -5%

What do the screens show for `COC(=O)c1ccccc1NC(=S)NC(=O)c1ccccc1`?
GAA inhib: 1%; ALDH1A1 block: inconclusive; GoLoco inh red: 5%; aGlu spleen mod: -6%; GAA glycogen mod: -12%; aGal spleen mod: -3%; KDM4E inh: inconclusive; SMN2 splice up: 2%

An excerpt from above in order of length of the SMILES, descending.
Results for Cc1ccc(Cl)cc1N1CCN(CC(=O)Nc2ccc(CN3CCCCC3)cc2)CC1 ?
GAA inhib: -11%; ALDH1A1 block: 4%; GoLoco inh red: 8%; aGlu spleen mod: 1%; GAA glycogen mod: 1%; aGal spleen mod: 1%; KDM4E inh: -9%; SMN2 splice up: -55%[inhibitor]

What do the screens show for `COC(=O)c1ccccc1NC(=S)NC(=O)c1ccccc1`?
GAA inhib: 1%; ALDH1A1 block: inconclusive; GoLoco inh red: 5%; aGlu spleen mod: -6%; GAA glycogen mod: -12%; aGal spleen mod: -3%; KDM4E inh: inconclusive; SMN2 splice up: 2%

How did O=c1c(Cl)c2oc3ccccc3nc-2c2ccccc12 do in these assays?
GAA inhib: 1%; ALDH1A1 block: 10%; GoLoco inh red: 19%; aGlu spleen mod: -7%; GAA glycogen mod: 9%; aGal spleen mod: -4%; KDM4E inh: 3%

These rows are one share of the data; the hit share may differ from the screen's.
